# SENP8 block-1 = SENP8 protease inhibitors, primary screen, biochemical, luminescence; 330,000 compounds, 1.2% hits; inhibition, % at 10 µM; purified SENP8, Z-RLRGG-aminoluciferin cleavage; Sentrin-specific protease 8 (Homo sapiens), Q96LD8; AID 2540, 2010; in the data active = inhibition above about 50%
# Target sequence (Q96LD8 whole entry, looked up): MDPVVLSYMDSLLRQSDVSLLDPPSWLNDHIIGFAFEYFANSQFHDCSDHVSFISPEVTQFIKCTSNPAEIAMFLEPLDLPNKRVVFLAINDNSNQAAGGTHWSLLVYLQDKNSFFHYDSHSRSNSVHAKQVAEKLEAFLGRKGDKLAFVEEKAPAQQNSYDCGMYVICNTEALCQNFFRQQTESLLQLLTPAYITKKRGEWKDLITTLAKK
# SENP1 FRET inh = human SENP1 catalytic domain inhibitors, primary screen, biochemical, FRET, uHTS; recombinant SENP1 catalytic domain, CyPet-SUMO1-YPet FRET cleavage; inhibition, % at 10 µM; 360,000 compounds, 0.21% hits;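 active = inhibition at least 30% at 10 µM, raw YFP signal under a set limit, fluorescence ratio 0.5 to 1.5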;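 also: 0% = enzyme with DMSO and 100% = no enzyme wells; some results filed as inactive read as strong as hits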
#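 Material: hSENP1 catalytic domain, recombinant; medium: Tris pH 8 with BME, BSA, NP40 and catalase; compound: single concentration of 10 µM compound, 0.5% DMSO final; technique: FRET read of cyan and yellow fluorescence; timing: 50 min enzyme reaction, room temperature, light-protected; reagent: SFCypet-SUMO1-SFYpet substrate at 25 nM; control set: no-enzyme low, enzyme-DMSO high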
# SENP8 block-2 = human SENP8 protease inhibitors, primary screen, biochemical, fluorescence, Nedd8 protein substrate, uHTS; Sentrin-specific protease 8 (Homo sapiens), Q96LD8; recombinant SENP8; inhibition, % at 20 µM; 360,000 compounds, 0.64% hits; AID 602440, 2012; in the data active = inhibition mostly above about 40%, no sharp cut-off; inactive = mostly below about 27%
# APOBEC3G inh = APOBEC3G DNA deaminase inhibitors, primary screen, biochemical, fluorescence, single-stranded DNA substrate, uHTS. DNA dC->dU-editing enzyme APOBEC-3G (Homo sapiens), Q9HC16. recombinant A3G, ssDNA deamination FAM/TAMRA fluorescence. inhibition, % at 20 µM. 330,000 compounds, 0.28% hits. AID 493012, 2011;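 active = inhibition of at least 40% at 20 µM, with no more than 30% in the related APOBEC3A deaminase screen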;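 also: plate controls were DMSO wells with A3G for no effect and wells lacking A3G enzyme for full effect; some compounds called inactive have numbers as strong as hits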
# Target sequence (Q9HC16 whole entry, looked up): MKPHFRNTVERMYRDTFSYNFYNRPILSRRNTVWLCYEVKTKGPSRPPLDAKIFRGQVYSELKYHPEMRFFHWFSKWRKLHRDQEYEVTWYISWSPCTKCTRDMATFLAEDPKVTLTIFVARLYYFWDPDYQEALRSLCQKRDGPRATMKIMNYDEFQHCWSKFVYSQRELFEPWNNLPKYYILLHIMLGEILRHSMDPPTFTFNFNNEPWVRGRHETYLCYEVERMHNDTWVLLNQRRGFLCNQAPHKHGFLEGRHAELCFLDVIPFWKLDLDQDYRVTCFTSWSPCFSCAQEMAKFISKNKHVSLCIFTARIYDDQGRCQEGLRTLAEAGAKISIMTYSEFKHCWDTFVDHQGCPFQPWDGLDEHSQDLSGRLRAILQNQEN
# UBC13 inh = UBC13 polyubiquitin chain formation inhibitors, primary screen, biochemical, TR-FRET, uHTS | inhibition, % at 20 µM | Ubiquitin-conjugating enzyme E2 N (Homo sapiens), P61088 | 330,000 compounds, 0.47% hits | AID 485273, 2010; in the data active = inhibition above about 45%, passing the limit was not always enough
# Target sequence (P61088 whole entry, looked up): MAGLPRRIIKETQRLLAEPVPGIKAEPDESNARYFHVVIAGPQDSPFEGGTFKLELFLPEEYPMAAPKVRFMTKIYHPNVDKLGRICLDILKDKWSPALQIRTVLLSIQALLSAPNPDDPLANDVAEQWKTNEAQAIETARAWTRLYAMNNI
# Apaf-1 inh = inhibitors of human Apaf-1 apoptosome, primary screen, biochemical, DEVD-Rh110 fluorescence, uHTS | inhibition, % at 20 µM | Apoptotic protease-activating factor 1 (Homo sapiens), O14727 | 330,000 compounds, 0.71% hits | reconstituted apoptosome caspase-3 activity; active = inhibition of at least 40% at 20 µM;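 also: plate controls were DMSO wells for no effect and DEVD-CHO caspase inhibitor wells for full effect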
#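 System: reconstituted apoptosome with Apaf-1, cytochrome c, caspase-9, procaspase-3, dATP; Signal: Rh110 fluorescence intensity; Schedule: 30 min compound preincubation, 50 min activation, room temperature; Reagent: cytochrome c trigger plus (Z-DEVD)2-Rh110 caspase-3 substrate.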
# SENP7 inh = SENP7 protease inhibitors, primary screen, biochemical, luminescence, uHTS | 330,000 compounds, 1.5% hits | AID 434973, 2010 | inhibition, % at 5 µM | recombinant SENP7, Z-RLRGG-aminoluciferin luminescence, 40 min;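 active = inhibition above about 50% at the single test dose, limit read from the data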;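 also: plate controls were DMSO with enzyme for no effect and no enzyme buffer wells for full effect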
# SENP6 block = SENP6 protease inhibitors, primary screen, biochemical, luminescence, uHTS; inhibition, % at 10 µM; Recombinant SENP6 catalytic domain, aminoluciferin luminescence; Sentrin-specific protease 6 (Homo sapiens), Q9GZR1; AID 2599, 2010; 330,000 compounds, 1.8% hits;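 active = inhibition above about 50% at the single tested dose, limit read from the data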;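 also: plate controls were DMSO wells with enzyme for no effect and DMSO wells lacking enzyme for full effect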
# * hit, by the source's call; i = inactive; / = not tested or not shown.
SMILES,SENP8 block-1,SENP1 FRET inh,SENP8 block-2,APOBEC3G inh,UBC13 inh,Apaf-1 inh,SENP7 inh,SENP6 block
CCN1CCN(P2(=O)C=C(c3ccccc3)OC(c3ccccc3)=C2)CC1,-8,0,14,-3,-5,5,-5,-58
CSc1ncc(Cl)c(C(=O)Nc2cccnc2)n1,-7,-1,12,-8,-6,1,-3,-19
CN1N=C2c3ccccc3CCC2C1c1ccc(F)cc1 (configuration not stated),35,-2,-289,-3,17,2,12,29
Cc1ccc(C2CN=NC23CCc2ccccc2C3=O)cc1 (configuration not stated),4,2,-107,-2,2,16,6,-1
CN1CCN(Cc2nc3ccccc3c(=O)n2Cc2nc(-c3ccc([N+](=O)[O-])cc3)cs2)CC1,-4,4,47*,-5,79*,20,-7,0
C=CC[C@@H](CC(=O)N[C@H](CO)Cc1ccccc1)C(=O)N[C@@H](COC(=O)[C@@H](CC=C)Cc1ccc(F)cc1)Cc1c[nH]c2ccccc12,3,1,7,-2,4,19,6,-13
NNc1nc(-c2ccccc2)cc(-c2ccccc2O)n1,-3,3,19,0,21,2,2,-15
C[C@@H]1CCC(=O)N(CC[C@H](Sc2ccccc2)c2ccccc2)CC1,-8,0,19,-10,3,17,-8,0
O=C1CCC(C(=O)NCc2cccnc2)N1 (configuration not stated),-4,-1,12,-5,0,4,-8,-6
COc1ccc(-c2coc3c(CN4CCCCC4)c(O)c(CN4CCCCC4)c(O)c3c2=O)cc1,-9,/,/,-2,35,42*,-9,-31
CC(C)=CC(=O)OCC(=O)Nc1ccccc1Cl,-12,-1,25,-4,-3,1,-6,-4
Cc1ccc2c(NC(=O)C3CC3)cccc2n1,-5,-2,-41,-8,7,6,-11,-20
O=C(N/C(=C/c1ccc(Cl)cc1)C(=O)N1CCCC1)c1ccccc1,0,2,13,-7,18,-10,4,-12
Cc1ccc(NC(=O)CSc2nc3ccccc3c(=O)[nH]2)cc1[N+](=O)[O-],-3,2,9,-4,-18,5,-11,-7
Cc1ccc(NC(=O)COc2ccc(CCO)cc2-n2nc3ccccc3n2)cc1C,-10,2,-431,-6,8,24,-8,-27
O=S(=O)(c1ccc(Cl)nc1)N(Cc1ccccc1)Cc1ccccc1,0,2,12,-4,2,5,7,2
COC(=O)Cc1ccc(NC(=S)NCCCO)cc1,2,0,14,-10,5,-17,8,-12
COc1ccc(CC(=O)N/N=C(\C)CC(=O)Nc2ccc(N(C)C)cc2)cc1,-3,2,26,2,-2,4,9,-2
O=C(COC(=O)c1ccccc1Cl)NCCC1=CCCCC1,-7,1,7,-1,2,11,1,-21
CC(=O)C(Cc1ccccc1)NC(=O)CN1c2cccc3cccc(c23)S1(=O)=O (configuration not stated),7,-1,i,-8,12,1,-7,0
CCN1CCCC1CNC(=O)c1ccc(N2CCCC2=O)cc1 (configuration not stated),1,-8,4,-1,4,-4,1,-6
CC(C)c1ccc(C(=O)CSc2ncn[nH]2)cc1,-12,2,9,-9,0,1,-2,-7
CCOC(=O)c1c(C)noc1-c1ccc(Br)o1,-3,-16,-101,-5,10,-4,2,-19
Cc1cccc(NC(=O)CCc2c(C)nc3ncnn3c2C)n1,-4,0,21,2,1,1,2,1
CCc1nnc(NC(=O)CC(CN(C)S(=O)(=O)c2ccccc2)c2ccccc2)s1 (configuration not stated),0,2,8,-8,10,21,-1,-1
CC(C)(C)N(Cc1ccccc1)C(=O)CSc1nc2ccccc2c(=O)[nH]1,3,-6,9,-8,17,2,-3,-11
C[C@H](CO)N1C[C@H](C)[C@H](CN(C)S(=O)(=O)c2ccccc2)Oc2ccc(NC(=O)NC3CCCCC3)cc2CC1=O,-4,-3,6,-2,-1,18,14,0
C=CCn1c(O)c(N=NC(=O)CNC(=O)/C=C/c2ccc(OC)cc2)c2ccccc21,-1,2,29,3,-9,10,5,-29
NC(N)=NC1=NC(=O)C(Cc2ccccc2Cl)S1 (configuration not stated),-5,-1,24,6,4,5,9,-14
CC(CCc1ccccc1)NC(=O)COc1ccc(S(=O)(=O)N2CCOCC2)cc1[N+](=O)[O-] (configuration not stated),5,1,3,-2,13,6,1,0
Cc1nnc(SCCn2c(N3CCC(C)CC3)nc3c2c(=O)n(C)c(=O)n3C)s1,-5,0,13,-5,4,-10,10,3
O=C(NCCc1ccccc1)c1ccc(-c2ccccc2C(F)(F)F)o1,3,/,/,-8,-12,7,2,-3
Cc1ccc(Nc2nc(CSc3nnc(-c4ccncc4)n3-c3ccccc3C)cs2)cc1,-13,2,11,-6,-9,-55,-5,-17
CN1CCN(S(=O)(=O)c2ccc(Oc3ccc(Br)cc3F)nc2)CC1,17,1,-2,-2,4,6,-5,3
O=C(CN1CCCCCC1)Nc1ccc([N+](=O)[O-])cc1Br,5,3,13,-7,3,14,-3,-26
Cc1c(/C=N/NC(N)=O)c2ccccn2c1C(=O)c1ccncc1,-4,2,37,4,-54,-1,6,-10
Cc1ccc(NC2Nc3cc(C)nn3S2)c(C)c1 (configuration not stated),0,-1,12,21,7,-5,-3,4
CCOc1ccc(C(C)NC(=S)NCc2ccc(Cl)cc2)cc1 (configuration not stated),5,1,1,-10,18,11,2,-4
CCn1c(=O)c2sccc2n2c(CCCC(=O)NCc3cccnc3)nnc12,5,1,13,-7,1,-16,1,6
Cc1ccc(C)c(N2CCN(C(=O)c3ccc(Cn4c(=O)[nH]c5ccccc5c4=O)cc3)CC2)c1,1,0,10,-2,-5,37,-4,0
O=S(=O)(NC1C2CC3CC(C2)CC1C3)c1ccccc1 (configuration not stated),5,2,12,-12,6,6,-2,2
O=C(Nc1ccccc1)c1cccc(S(=O)(=O)Oc2ccc([N+](=O)[O-])cc2)c1,6,1,6,-4,6,-11,6,-9
CN1[C@@H](CC(=O)c2ccccc2)CCC[C@H]1C[C@H](O)c1ccccc1,-9,-1,11,4,3,5,-10,4
CC(OC(=O)CCNS(=O)(=O)c1cccs1)C(=O)Nc1ccc(S(N)(=O)=O)cc1 (configuration not stated),-12,2,2,-3,-8,11,-4,-5
COc1ccc(CN(C)CC(=O)Nc2ccccc2C(=O)NC2CC2)cc1OC,5,0,2,-6,4,-2,4,-6
CCOC(=O)CSc1ccc(S(=O)(=O)N(C)C2CCCCC2)cc1[N+](=O)[O-],1,2,2,-5,5,-3,-3,-8
CCCCCn1c(N)c(-c2nc3ccccc3o2)c2c([N+](=O)[O-])nn(CC)c(=O)c21,-4,3,38,-5,-6,16,-7,-11
O=C(Nc1ccccc1[N+](=O)[O-])C1(c2ccccc2)CCOCC1,-2,0,17,-8,11,-6,-1,-6
CC(=O)c1csc(CS(=O)(=O)c2ccccn2)n1,-4,0,7,-4,2,-11,-7,-13
CCOC(=O)c1c(NC(=O)COC(=O)Cc2n[nH]c(=O)c3ccccc23)sc(C(=O)NC)c1C,2,1,6,-6,5,-4,-2,8
CCc1cc2c(-c3ccccc3)cc(=O)oc2cc1OCC(=O)NCC1CCC(C(=O)O)CC1 (configuration not stated),2,-1,-190,-3,-17,-1,-3,-6
Cc1ccc(CCNC(=O)NC(C)(C)C)cc1,8,1,14,0,1,11,4,2
Cc1ccc(C)c(N2CCN(S(=O)(=O)c3cccc4cccnc34)CC2)c1,-1,0,9,-2,0,12,8,-1

# A different layout for some results above.
> CCN1CCN(P2(=O)C=C(c3ccccc3)OC(c3ccccc3)=C2)CC1
  SENP8 block-1: -8; SENP1 FRET inh: 0; SENP8 block-2: 14; APOBEC3G inh: -3; UBC13 inh: -5; Apaf-1 inh: 5; SENP7 inh: -5; SENP6 block: -58

> CSc1ncc(Cl)c(C(=O)Nc2cccnc2)n1
  SENP8 block-1: -7; SENP1 FRET inh: -1; SENP8 block-2: 12; APOBEC3G inh: -8; UBC13 inh: -6; Apaf-1 inh: 1; SENP7 inh: -3; SENP6 block: -19

> CN1N=C2c3ccccc3CCC2C1c1ccc(F)cc1 (configuration not stated)
  SENP8 block-1: 35; SENP1 FRET inh: -2; SENP8 block-2: -289; APOBEC3G inh: -3; UBC13 inh: 17; Apaf-1 inh: 2; SENP7 inh: 12; SENP6 block: 29

> Cc1ccc(C2CN=NC23CCc2ccccc2C3=O)cc1 (configuration not stated)
  SENP8 block-1: 4; SENP1 FRET inh: 2; SENP8 block-2: -107; APOBEC3G inh: -2; UBC13 inh: 2; Apaf-1 inh: 16; SENP7 inh: 6; SENP6 block: -1

# Screening data as filed in PubChem.

# Rows were taken by chance. Share with any hit: about 3.6%.
